Screening results deposited in PubChem by National Center for Advancing Translational Sciences (NCATS).
p53ts 39C tox: cytotoxicity in p53ts cells at nonpermissive temperature; H1299-p53A138V viability at 39C, ATP luminescence, 24 h; Potency, µM (highest dose often 46.1 µM), for the others: top-dose activity change, negative = cell killing, most hits filed as cytotoxic; 130,000 compounds, 1.5% hits; AID 902; active means well fitted cell-killing curve with a large enough effect; inconclusive means small, poorly fitted or top-dose-only effect; inactive means no such curve, though single readings can be large or run the other way; further: nearly all actives have a fitted effect of over 55% in size
Active calls of the source: *; u = inconclusive; [ ] = another dose, or the depositor's remark. On the % scale 0 is the no-effect control and ±100 the full control effect; potency means the concentration at half of the fitted maximal effect.

Structure | p53ts 39C tox
Cc1ccccc1NC(=O)/C(=C/c1cccs1)NC(=O)c1ccco1 | 9.0%
Cc1ccc(S(=O)(=O)Nc2ccccc2/C=N/c2nc3ccccc3n2C)cc1 | -22.5%
CCOCCCNCC(O)c1ccccc1 (stereo not drawn) | 11.2%
CCOC(=O)C1=C(C)N(CC)C(=S)NC1c1ccc(Cl)cc1 (stereo not drawn) | -7.7%
Cc1cc(C)nc(SCc2cn3cc(Cl)ccc3n2)n1 | -6.9%
Cc1ccc2cc(/C=N/Nc3nc4ccccc4[nH]3)c(Cl)nc2c1 | 3.55µM*
O=C(NC(=S)NCc1ccccc1)c1ccc2c(c1)OCO2 | -5.2%
COc1cccc(C2CC(c3cccs3)=NN2C(=O)CSc2nc3ccccc3s2)c1OC (stereo not drawn) | 0.2%
CCC(=O)Nc1ccc(Nc2nc(C)c([N+](=O)[O-])c(Nc3ccc(NC(=O)CC)cc3)n2)cc1 | 7.7%
O=C(Nc1nnc(SCC(=O)N2CCCc3ccccc32)s1)c1ccccc1 | 8.91µM*
Cc1ccc(NC(=O)C2CC(=O)N/C(=N/N=C/c3ccco3)S2)cc1C (stereo not drawn) | -7.9%
O=C(CN1C(=O)CCC1=O)Nc1nc(-c2ccc(Oc3ccccc3)cc2)cs1 | -30.3%
CCCCCn1c(N)c(-c2nc3ccccc3o2)c2c([N+](=O)[O-])nn(CC)c(=O)c21 | -5.3%
COc1cc(/C=N/NC(=O)C2(O)c3ccccc3-c3ccccc32)ccc1O | 8.4%
COc1cccc(Nc2ccc(Nc3cccc(OC)c3)nn2)c1 | -2.6%

As entered above.
p53ts 39C tox result of Cc1ccc2cc(/C=N/Nc3nc4ccccc4[nH]3)c(Cl)nc2c1 = 3.55µM*
p53ts 39C tox result of O=C(NC(=S)NCc1ccccc1)c1ccc2c(c1)OCO2 = -5.2%
p53ts 39C tox result of CCOCCCNCC(O)c1ccccc1 (stereo not drawn) = 11.2%
p53ts 39C tox result of CCC(=O)Nc1ccc(Nc2nc(C)c([N+](=O)[O-])c(Nc3ccc(NC(=O)CC)cc3)n2)cc1 = 7.7%

Next section.
Structure | p53ts 39C tox
CCC(C)c1ccc(NC(=S)Nc2ccc(OC)cc2C)cc1 (stereo not drawn) | 1.6%
O=C(Nc1ccccc1-c1ccccc1)C1CCCCC1 | -4.1%
COc1cccc(OC)c1C(=O)NC(=S)Nc1cc(-c2nc3ccccc3[nH]2)ccc1Cl | -7.2%
O=[N+]([O-])c1cc(C(F)(F)F)ccc1NCCc1c[nH]c2ccccc12 | -1.7%
COCCCNC(=S)N1CCN(c2ccc([N+](=O)[O-])cc2)CC1 | -3.0%
CC1=C(C(=O)OC(C)C)C(c2cccs2)NC(=S)N1 (stereo not drawn) | 7.8%
O=C(Nc1ccc2c3c(cccc13)CC2)c1cccc([N+](=O)[O-])c1 | 5.4%
N#Cc1ccc(-c2ccc(OCC(=O)NCCc3ccccc3)cc2)cc1 | 7.5%
CCC(CO)NCc1ccc(-c2ccccc2)cc1 (stereo not drawn) | -8.0%
CCCN(CC(=O)Nc1cc(Cl)ccc1Cl)C(=O)/C=C/c1ccco1 | 5.1%
O=C(COC(=O)c1cc(Cl)nc2ccccc12)c1ccc(Cl)cc1 | 12.9%
O=C1NC2(CCCCCC2)C(=O)N1Cc1ccc([N+](=O)[O-])cc1 | -0.3%
CCOC(=O)c1c(NC(=O)c2cccnc2)sc(C(C)=O)c1C | 16.4%
C/C(=N\NC(=O)C1CC1)c1ccc(Cl)cc1 | -0.3%
C/C(=N\Nc1ccc([N+](=O)[O-])cc1[N+](=O)[O-])c1ccc(-n2nncc2C(C)(C)C)cc1 | 2.8%
N#C/C(=C\Nc1ccccc1SC(F)(F)F)c1nc(-c2ccccc2)cs1 | 2.2%
CCc1nnc(NC(=O)C2CC(=O)N(c3ccc4c(c3)OCCO4)C2)s1 (stereo not drawn) | 24.4%
Fc1cccc(CSc2ccc(-c3ccco3)nn2)c1 | -16.5%
c1ccc(-n2c(-c3cccs3)nc3nc4ccccc4nc32)cc1 | 2.1%
N#Cc1c(NC(=O)/C=C/c2ccco2)sc2c1CCCC2 | -9.0%
O=[N+]([O-])c1cccc(C2Nc3cccc4cccc(c34)N2)c1 | 1.2%
O=C(COC(=O)CCC(=O)c1cccs1)Nc1ncc(Cl)cc1Cl | 0.9%
CC(C)(C)NC(=O)c1cc(Cl)ccc1[N+](=O)[O-] | -1.2%
COc1ccc(C(=O)NC(=S)Nc2cccc(NC(=O)c3ccco3)c2)cc1[N+](=O)[O-] | 18.0%
COc1ccc2c(c1OC)C(=O)N1N=C(c3ccc(Br)cc3)CC21 (stereo not drawn) | 1.4%
Cc1[nH]c2ccccc2c1C(=O)COC(=O)c1c(-c2c(F)cccc2Cl)noc1C | 8.2%
O=C(Nc1ccccn1)c1cc(-c2cccnc2)nc2ccc(Br)cc12 | 1.1%
CCOC(=O)c1c(NC(=O)C(=O)N/N=C/c2ccccc2O)sc2c1CCCCC2 | 4.3%
COc1cc2c(cc1NC(=O)/C=C/c1cc(OC)c(OC)c(OC)c1)oc1ccccc12 | -7.4%
Cc1c(Cc2ccccc2)c(=O)oc2cc(OCC(=O)c3ccccc3)ccc12 | 2.7%

Some of these compounds in order of SMILES length, lowest first:
Structure | p53ts 39C tox
c1ccc(-n2c(-c3cccs3)nc3nc4ccccc4nc32)cc1 | 2.1%
COc1ccc2c(c1OC)C(=O)N1N=C(c3ccc(Br)cc3)CC21 (stereo not drawn) | 1.4%
CCc1nnc(NC(=O)C2CC(=O)N(c3ccc4c(c3)OCCO4)C2)s1 (stereo not drawn) | 24.4%
COc1ccc(C(=O)NC(=S)Nc2cccc(NC(=O)c3ccco3)c2)cc1[N+](=O)[O-] | 18.0%

The list continues.
Structure | p53ts 39C tox
COc1ccc(S(=O)(=O)Nc2cccc(N(C)S(C)(=O)=O)c2)cc1C | -6.4%
CC(C)c1nc2sc3c(=O)n(N)cnc3c2c2c1COC(C)(C)C2 | 29.0%
O=C(C[n+]1ccc2ccccc2c1)Nc1cc(C(F)(F)F)ccc1Cl | -26.8%
COc1ccc(NC(=S)N2CCNC(=O)C2CC(=O)Nc2ccc(C)cc2)cc1 (stereo not drawn) | 1.2%
COc1cccc(CNCCc2c[nH]c3ccccc23)c1OCc1ccccc1 | -9.1%
CCCCCC(=O)NNC(=O)Nc1ccccc1 | -1.1%
COC(=O)Cc1ccc(NC(=S)N2CCN(c3cccc(O)c3)CC2)cc1 | 12.1%
COc1ccc(CNCc2cccc(Cl)c2)cc1 | 1.5%
CCCc1nc2ccccc2c(C(=O)OCC(=O)Nc2c(C)n(C)n(-c3ccccc3)c2=O)c1CC | 10.6%
CCOc1ccc(NC(=O)Cc2ccccc2)c([N+](=O)[O-])c1 | 2.7%
Cn1c(CN2CCN(C(=O)c3ccc(F)cc3)CC2)nc2cc([N+](=O)[O-])ccc21 | 1.1%
O=C(CNc1ccccc1)c1ccc([N+](=O)[O-])cc1 | 8.7%
Cc1ccccc1NS(=O)(=O)c1ccc(OCC(=O)NCc2cccnc2)cc1 | 30.7%[activator]
O=C(COC(=O)c1cc(-c2ccccc2Cl)nc2ccccc12)Nc1ncc(C(F)(F)F)cc1Cl | 4.5%
O=C(CCCOc1ccc(Cl)cc1Cl)N/N=C/c1ccc(Cl)cc1 | 17.9%
COc1ccc2cc(C(N)=O)/c(=N/NC(=O)c3ccco3)oc2c1 | -9.8%
O=C(COC(=O)CC(NC(=O)c1ccccc1Cl)c1ccccc1)Nc1cccc(F)c1 (stereo not drawn) | -7.1%
O=C(/C=C\c1ccc(-c2ccccc2)o1)c1ccccc1 | -18.9%
COc1cc(CNc2ccc(N3CCCC3)cc2)ccc1OCc1ccccc1 | -13.4%
CCOC(=O)c1sc(NC(=S)NC(=O)c2ccco2)nc1C | -6.3%
Cc1ccc(C)c(NC(=O)CN(C)C(=O)[C@@H](NC(=O)c2ccc(C(C)(C)C)cc2)C(C)C)c1 | 15.4%
CCCCN(C(=S)NC(=O)c1ccccc1)c1c(N)n(Cc2ccccc2)c(=O)[nH]c1=O | 1.9%
CC(C)(C)CC(C)(C)NC(=S)NC1CCN(Cc2ccccc2)CC1 | -9.7%
O=C(OCCN1C(=O)c2cccc3c(N4CCOCC4)ccc(c23)C1=O)c1cccc(Cl)c1 | 6.6%
COc1ccc(C(=O)Nc2ccc(C(=O)Nc3nccs3)cc2)cc1[N+](=O)[O-] | 21.6%
O=C1N/C(=N\N=C\c2cccs2)SC1Cc1ccc(Cl)cc1 (stereo not drawn) | 4.6%
CCC(=O)NC(c1ccccc1Cl)c1c(O)ccc2ccccc12 (stereo not drawn) | -3.3%
Cc1nn(-c2ccccc2)c(Cl)c1C(=O)NCc1cccs1 | 23.6%
Cn1c(CCCOc2ccc(Cl)cc2Cl)nnc1SCC(=O)Nc1cccc(F)c1 | 2.8%
Cn1c2ccccc2c(=O)c2c(=O)n(C3CCCCCC3)c(C3CCCCC3)nc21 | -1.3%

A different layout for two compounds above.
> COc1cc(CNc2ccc(N3CCCC3)cc2)ccc1OCc1ccccc1
  p53ts 39C tox = -13.4%

> O=C(OCCN1C(=O)c2cccc3c(N4CCOCC4)ccc(c23)C1=O)c1cccc(Cl)c1
  p53ts 39C tox = 6.6%

(further entries)
Structure | p53ts 39C tox
COc1cc(/C=c2\sc3nc(=O)c(-c4ccccc4)nn3c2=O)ccc1OCCC(C)C | 4.2%
Cc1ccc2nc(SCC(=O)Nc3cc([N+](=O)[O-])ccc3F)[nH]c2c1 | 20.9%
CCCCC(=O)NC1=C(C(=O)OC)SCC1 | 6.7%
COc1ccc(-c2csc(NC(=O)CN3C(=O)CCC3=O)n2)cc1OC | 0.8%
CCC1CCc2c(sc(NC(=O)C3c4ccccc4Oc4ccccc43)c2C(N)=O)C1 (stereo not drawn) | -2.8%
CCN1C(=O)/C(=C/c2cccs2)S/C1=N\S(=O)(=O)c1ccc(C)cc1 | 7.4%
Cc1ccc(-n2nc(C)cc2Nc2ncc(Cl)cc2Cl)cc1 | -2.3%
S=C(Nc1ccc(OCc2ccccc2)cc1)Nc1cccc(Cl)c1Cl | 16.0%
COc1ccc(/C=C/C(=O)Nc2cc(C)nn2-c2nc3ccccc3[nH]2)cc1 | -8.9%
CCOC(=O)c1sc(=S)n(C)c1NC(=O)c1ccc(F)cc1 | -5.1%
Cc1c(NC(=O)/C(C#N)=C/c2ccc(-c3ccc(Cl)c(Cl)c3)o2)c(=O)n(-c2ccccc2)n1C | 7.4%
Cc1cccc(-n2c(C)cc(C(=O)NC3CCCCC3)c2C)c1 | u
Cc1c(C#N)c(N)nc2c3c(sc12)NC(=O)CC3c1ccc(F)cc1 (stereo not drawn) | -6.9%
COc1ccc2c(c1)c(CC(=O)Nc1ccccc1OC)c(C)n2C(=O)c1ccc(Cl)cc1 | 5.9%
Fc1ccccc1CNC(=S)Nc1ccc(Cl)cc1 | -6.4%
O=[N+]([O-])c1ccc(NC(=S)NCCc2ccc(F)cc2)cc1 | u
CCOc1ccccc1N1CCN(C(=O)CCCN2C(=O)c3cccc4cccc(c34)C2=O)CC1 | -13.0%
O=C(OCc1cc2ccccc2[nH]c1=O)c1cccs1 | 6.2%
Cc1ccc(S(=O)(=O)/C(C#N)=C/c2ccccc2OCc2ccccc2)cc1 | -12.0%
C/C(=N\NC(=O)CNC(=O)C(c1ccccc1)c1ccccc1)c1ccccc1 | -14.9%
C=CCNC(=O)C(=O)N/N=C/c1ccco1 | -6.5%
CCN(CC)C(=O)CSC1=N/C(=C/c2ccco2)C(=O)N1c1ccc(OC)c(Cl)c1 | -4.8%
COc1ccc(Br)cc1CN(C)CC(=O)Nc1c(Cl)cccc1Cl | -5.7%
COc1cc(/C=C2\N=C(c3ccccc3)OC2=O)ccc1OCc1c(C)no[n+]1[O-] | -7.1%
Cc1[nH]n(-c2ccc([N+](=O)[O-])cc2)c(=O)c1C=NCCc1c[nH]c2ccccc12 | -15.8%
O=C(c1ccc(NC(=S)Nc2ccc(Cl)c(Cl)c2)cc1)N1CCCC1 | -1.2%
Cc1c(NS(=O)(=O)c2cccc3nsnc23)c(=O)n(-c2ccccc2)n1C | -1.4%
O=C(NN1C(=O)C2C(c3ccccc3)C=CC(c3ccccc3)C2C1=O)c1cccc(Br)c1 (stereo not drawn) | -13.2%
O=C(Cn1nnc(-c2ccccc2Cl)n1)N/N=C/c1ccc(-c2cccc(Cl)c2)o1 | 6.2%
COc1ccc(OC)c(C(=O)COC(=O)CNC(=O)c2ccccc2)c1 | -24.2%
CCCSc1nnc(NC(=O)Nc2ccccc2)s1 | 16.7%
Cc1nn2c(CN(C(=O)CN3CCOCC3)c3ccccc3)nnc2c2ccccc12 | 4.0%
CCOC(=O)c1ccc(NC(=O)c2cn(CCC#N)nc2-c2ccc3c(c2)OCCO3)cc1 | 6.3%
COC(=O)c1ccc(NC(=S)NNC(=O)CC(C)C)cc1 | 10.2%
CN=c1scc(-c2cccs2)n1/N=C/c1ccc(O)c(O)c1O | 6.31µM*
CCC(=O)Nc1cccc(NC(=S)NC(=O)c2ccc(Cl)cc2)c1 | 17.6%
CCOC(=O)c1ccc(N2Cc3ccccc3C2=NC(=O)c2cccs2)cc1 | u
Cc1ccc(C(=O)N/C(=C\c2ccc(-c3cccc([N+](=O)[O-])c3)o2)C(=O)NC(C)(C)C)cc1 | 0.8%
COc1ccc(-c2nc3ccccc3c(=O)n2CCOc2cccc(C)c2C)cc1 | -1.3%
Cc1ccc(NC(=O)CCCN2C(=O)/C(=C/C=C/c3ccccc3)SC2=S)cc1 | 15.4%
O=C(CC12CC3CC(CC(C3)C1)C2)N/N=C/c1ccc([N+](=O)[O-])o1 | -0.8%
O=C(CCCSc1nc2ccccc2[nH]1)Nc1ccccc1 | -11.0%
CCc1cccc(CC)c1NC(=O)COC(=O)c1cccc(-c2ccc(OC(C)=O)cc2)c1 | -6.0%
COc1ccc(-c2ccnc(SCC(=O)c3ccc(Cl)cc3)n2)cc1 | 15.7%
Cc1ccc(NC(=S)N2CCN(c3ncccn3)CC2)cc1C | 8.1%
C[N+](C)(C)c1ccc(/C=N/Nc2nc(Cl)c(C#N)c(Cl)c2Cl)cc1 | 13.0%

The list is partial, so the mix of outcomes need not match the whole.
